CXXC DNA block: blocks binding of human MLL CXXC domain to DNA; Q03164; MLL-CXXC / FITC-HOXA9 DNA fluorescence polarization; Potency, µM (highest dose often 115 µM), without a hit: top-dose activity change, negative = inhibition, most hits filed as inhibitors; hit rate 0.037% among 290,000; AID 2662; active means well fitted inhibition curve with a large enough effect in the polarisation, with a control signal flat, not every such curve was filed as active; inconclusive means small, poorly fitted or top-dose-only effect, or effect the other way, or a change in a side signal; inactive means no such curve, though single readings can be large or run the other way; the % refers to the polarisation; further: potency means the concentration at half of the fitted maximal effect
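Steps: dispense CXXC domain solution (7 uM) → pin compounds or unlabeled HOX-A9 DNA control → 5 min ambient → add FLSN-HOX-A9 solution (50 nM) → spin → 30 min ambient → fluorescence polarization. Tris pH 7.5/NaCl/DTT/BSA buffer.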
USP2a block: inhibitors of human ubiquitin-specific protease USP2a; O75604; Potency, µM (doses to about 38.3 µM), for the others: at the highest dose activity change, negative = inhibition, actives largely listed as inhibitors; hit rate 0.01% among 330,000; USP2 core, Ub-CHOP2 coupled fluorogenic reporter, 485/531;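 further: potency means the concentration at half of the fitted maximal effect; plate controls were DMSO wells for no effect and full inhibition by NEM control for full effect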
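Deubiquitinase activity read as fluorescence (485/531 nm) after Ub-CHOP2 cleavage activates the enterokinase reporter on its substrate; USP2 core 10nM, Ub-CHOP2 and substrate 25nM each, 30min compound preincubation then 60min RT; data normalized to NEM, curves fitted.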
Giardia kill: Giardia lamblia killing; Giardia lamblia trophozoite viability; activity change, % at 7.66 µM, hits read low; hit rate 0.15% among 340,000; AID 540267; in the data active means activity change below about -80%; inconclusive means between about -30% and that limit;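 further: parasites exposed to compound for two days anaerobically before the ATP read; on the % scale 0 is the no-effect control and ±100 the full control effect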
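Trophozoite viability was measured as ATP-dependent luminescence, read 15-30 min after reagent addition. Before that, parasites at 100 cells/well were exposed to compounds for 48 h, anaerobically, at 37 deg C.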
KCNH2 WT inh: blocks the wildtype human KCNH2 potassium channel; activity change, % at 1.84 µM; hit rate 0.37% among 340,000; U2OS, BacMam KCNH2, thallium flux FluxOr; active compounds read low; Q12809;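 active means maximum activity change below -70%; inconclusive means maximum activity change between -70% and -50%; inactive means maximum activity change above -50%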; further: on the % scale 0 is the no-effect control and ±100 the full control effect
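U2OS cells were transduced with wild-type KCNH2 virus (2.03 x 10^8 / mL) for 4 h at room temperature, then cultured overnight at 37 C. Thallium flux was read with FluxOr dye. Rate constants were normalized to DMSO controls.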
Menin MLL FP TR: displaces Texas Red mutant MLL peptide from human menin; Potency, µM (series often up to 61.6 µM), for the others: at the highest dose FP activity change, negative = inhibition, actives largely listed as inhibitors; Menin + Texas Red MLL mutant peptide, fluorescence polarization; hit rate 0.23% among 270,000; active means well fitted inhibition curve with a large enough effect in the polarisation, with a control signal flat, not every such curve was filed as active; inconclusive means small, poorly fitted or top-dose-only effect, or effect the other way, or a change in a side signal; inactive means no such curve, though single readings can be large or run the other way; the % refers to the polarisation; further: potency means the concentration at half of the fitted maximal effect; % of control where 0% means no effect; many of its hits are not listed in these tables
FBPA coupling cs: coupling enzyme interference in Giardia aldolase counter-screen. coupling enzyme system counterscreen, AmpLite Red fluorescence. activity change, negative = inhibition, % at 58.2 µM, hits read low. AID 2472. hit rate 0.67% among 290,000; in the data active means activity change below about -30%; further: on the % scale 0 is the no-effect control and ±100 the full control effect
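Counterscreen lacking aldolase: glyceraldehyde-3-phosphate coupling-enzyme reagent preincubated 10 min at RT with compound (at 57.5 uM final), then substrate/coupling system with AmpLite Red added; fluorescence read at 525/598 nm after 20 min RT.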
TRPV1 agonist: activates the human vanilloid receptor TRPV1. Q8NER1. TRPV1-expressing cells, Fluo-8 calcium influx, agonist mode. activation, % at 8.33 µM. hit rate 0.19% among 320,000. AID 540275; in the data active means activation above about 80%; inconclusive means between about 30% and that limit; further: 0% is about no effect
Target sequence (Q8NER1 whole entry, looked up): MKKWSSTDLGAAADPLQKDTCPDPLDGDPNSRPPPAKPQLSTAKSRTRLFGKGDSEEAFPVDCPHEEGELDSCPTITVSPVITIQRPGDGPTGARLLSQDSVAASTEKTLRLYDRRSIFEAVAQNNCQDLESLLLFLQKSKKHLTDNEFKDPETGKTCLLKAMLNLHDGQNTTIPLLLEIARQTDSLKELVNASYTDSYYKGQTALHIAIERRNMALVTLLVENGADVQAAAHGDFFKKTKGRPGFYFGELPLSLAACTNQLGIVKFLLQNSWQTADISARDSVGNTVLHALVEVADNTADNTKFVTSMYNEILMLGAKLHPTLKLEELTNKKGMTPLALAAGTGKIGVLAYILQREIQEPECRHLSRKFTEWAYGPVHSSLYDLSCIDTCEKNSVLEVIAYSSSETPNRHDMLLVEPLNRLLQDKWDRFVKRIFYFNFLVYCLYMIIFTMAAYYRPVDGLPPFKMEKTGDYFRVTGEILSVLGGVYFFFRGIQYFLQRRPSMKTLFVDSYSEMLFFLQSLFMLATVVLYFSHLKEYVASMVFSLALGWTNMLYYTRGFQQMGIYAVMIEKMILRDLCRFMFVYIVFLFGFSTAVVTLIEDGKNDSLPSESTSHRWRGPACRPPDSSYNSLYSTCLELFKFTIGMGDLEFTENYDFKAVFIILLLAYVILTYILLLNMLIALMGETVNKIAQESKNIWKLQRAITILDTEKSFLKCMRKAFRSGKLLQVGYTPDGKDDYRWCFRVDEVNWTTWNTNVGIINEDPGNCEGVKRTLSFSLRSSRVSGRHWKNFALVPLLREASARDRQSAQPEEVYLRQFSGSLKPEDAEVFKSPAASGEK
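Cells expressing TRPV1 were dye-loaded with Fluo-8 and read kinetically: 10 s baseline, 3 min after compound (agonist portion), then 2 min after EC20 capsaicin (allosteric enhancer portion). Calcium-bound dye fluorescence at 480/520 nm.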
GALK inh: blocks human galactokinase activity | Purified GALK, Kinase-Glo residual ATP luminescence | P51570 | hit rate 0.007% among 270,000 | Potency, µM (doses to about 57.5 µM), for the others: at the top dose activity change, negative = inhibition, usual class: inhibitors; further: potency means the concentration at half of the fitted maximal effect; on the % scale 0 is the no-effect control and ±100 the full control effect
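Luminescence from leftover ATP (Ultra-Glo luciferase/luciferin) served as read-out after a 1 h room-temperature reaction of 5 nM GALK with 35 uM ATP and 100 uM galactose.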
PKM2 act: PKM2 (human) enzyme activation | P14618 | purified PKM2, Kinase-Glo ATP luminescence, activation; response scale: 0% is enzyme alone, no compound | Potency, µM (titrated, usually from 57.5 µM), for inactives: at the highest dose activation, actives largely listed as activators | hit rate 0.34% among 260,000; further: potency means the concentration at half of the fitted maximal effect; on the % scale 0 is the no-effect control and ±100 the full control effect; nearly all actives have a fitted effect of over 55% in size
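Purified hPK-M2 (>95% pure) converted ADP (0.1 mM final) to ATP with 0.5 mM PEP in 50 mM imidazole pH7.2, KCl, MgCl2, Tween 20, BSA; 1 h at room temperature. ATP detected by Kinase-Glo luminescence.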
KCNH2 3.1 block: KCNH2 3.1 (human) potassium channel inhibition. U2OS KCNH2 3.1, thallium flux FluxOr; active compounds read low. activity change, % (tested at about 1.8 µM). hit rate 0.95% among 340,000;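 active means maximum activity change below -70%; inconclusive means maximum activity change from -70% to -50%; inactive means maximum activity change above -50%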;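 further: thallium influx rate constant from kinetic fluorescence after stimulation buffer; on the % scale 0 is the no-effect control and ±100 the full control effect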
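Steps: virus added to U2OS suspension (4 h, RT, dark); medium with 10% FBS added, cells plated, 37 C overnight; FluxOr/Red40 loading buffer 45 min RT; stimulation buffer, 2 min kinetic read; rate constant normalized.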
B2AR arrestin: recruits beta-arrestin to the human beta2-adrenergic receptor. P07550. beta-arrestin recruitment to beta2AR, cell-based reporter. Potency, µM (titrated, usually from 46.1 µM), for inactives: at the top dose activation, hits mostly activators. hit rate 0.02% among 330,000. AID 492947;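 further: potency means the concentration at half of the fitted maximal effect; 0% = DMSO controls and full agonism = EC100 isoproterenol or metaproterenol; nearly all actives have a fitted effect of over 65% in size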
The depositor's hits bear a star; ? = inconclusive; / = no result given; [ ] = another dose, or the depositor's remark. Unless noted, the call rests on the fitted dose curve; in most records, active means well fitted curve in the direction sought with a large enough effect; inconclusive means small, poorly fitted or top-dose-only effect, or another doubt; inactive means no such curve, though single readings can be large; an effect the other way counts as inactive or inconclusive.

SMILES	CXXC DNA block	USP2a block	Giardia kill	KCNH2 WT inh	Menin MLL FP TR	FBPA coupling cs	TRPV1 agonist	GALK inh	PKM2 act	KCNH2 3.1 block	B2AR arrestin
Cc1ccc(CCNC(=O)C2CCN(S(=O)(=O)c3ccc4c(c3)NC(=O)CO4)CC2)cc1	3%	0%	68[activator]	-6	/	/	3	-3%	/	-4	0.2%
CC(C)CNC(=O)C(=O)NCc1ccccn1	-3%	4%	-19	5	-20%	5	2	0%	3%	-8	-0.4%
CCCCc1nc(Cl)c(C#N)c2c1CSC(C)(C)C2	4%	-1%	18	/	-7%	-1	19	0%	-3%	-21	0.4%
COc1cc2c(cc1OC)C(c1cccs1)N(C(=O)c1ccncc1)CC2 (stereo not given)	1%	8%	10	3	8%	2	-3	1%	9%	-8	0.4%
CCOc1ccc(C(=O)NCc2cccnc2)cc1[N+](=O)[O-]	-3%	2%	9	20	20%	1	-2	3%	-2%	6	-0.3%
CC(=O)Nc1ccc(S(=O)(=O)NCCC(=O)OCC(=O)c2ccc(F)c(F)c2)cc1	24%	0%	-8	-5	/	/	2	1%	0%	-7	1.0%
Cc1cc(=O)oc2cc(OCC3CC(c4ccc(Cl)cc4)=NO3)ccc12 (stereo not given)	6%	0%	-5	12	3%	0	3	0%	-1%	-31	7.0%
O=C(CSc1nnc(COc2cccc3cccnc23)o1)c1ccc(F)cc1	-1%	-6%	16	1	-9%	4	10	0%	-5%	10	0.1%
CN(C)CCN(C(=O)c1ccc2c(c1)CCCC2)c1nc2c(F)cccc2s1	-6%	0%	3	0	-23%	-19	-3	0%	-1%	-9	-0.6%
COc1ccc(Cn2c(-c3ccc(OC)cc3)nc3ccccc32)cc1	2%	-8%	-19	-1	2%	1	24	0%	-3%	0	-0.4%
CC1CCN(C(=O)Cn2cc(C#N)c3ccccc32)CC1	5%	1%	4	3	0%	1	1	2%	0%	2	0.2%
COc1ccc(C(=O)NNC(=S)NC(=O)c2ccccc2)cc1	13%	3%	?	-5	12%	-1	7	-8%	-2%	17	-1.1%
CCn1ncc(Cl)c1C(=O)NC(=S)Nc1c(C)cc(C)cc1[N+](=O)[O-]	0%	1%	0	-3	-7%	-5	10	1%	-2%	-43	-1.1%
COc1cccc(C2CC(c3ccc(Cl)cc3)Nc3nc(N)nn32)c1 (stereo not given)	-3%	-1%	-10	-2	-4%	-3	5	0%	-3%	-2	0.2%
O=C(NCC(=O)N1CCN(C(=O)c2ccccc2)CC1)c1ccccc1	/	-1%	2	-2	/	/	-2	/	/	17	0.0%
c1cc2c(cc1Cn1cnnn1)OCO2	-7%	1%	15	3	3%	0	-1	2%	-13%	6	-0.7%
N#Cc1nc(-c2ccccc2)oc1NCC1CCCO1 (stereo not given)	-8%	0%	2	-13	-6%	1	24	4%	0%	9	-2.5%
N#Cc1c(-c2ccc([N+](=O)[O-])cc2)nc2n(c1=O)CCS2	-7%	2%	?	4	-5%	3	-1	4%	/	2	-0.9%
CC(C)(C)NC(=O)NC(=O)COC(=O)c1cccc(S(=O)(=O)N2CCCCC2)c1	12%	1%	-6	1	4%	-1	8	0%	2%	-46	0.0%
CCC(=O)Nc1ccc(-c2nc3ccccc3c(=O)o2)cc1	-4%	0%	10	2	24%	-2	12	0%	-3%	10	0.0%
COc1ccc(Cl)cc1NC(=O)CN(C)C(=O)CCSc1ccc(C)cc1	/	-2%	8	9	/	/	5	/	/	8	0.2%
CC(=O)Nc1cccc(C(=O)OC(C)C(=O)NCc2ccc3c(c2)OCO3)c1 (stereo not given)	/	-1%	1	-6	/	/	2	/	/	-2	0.1%
CCOc1ccc(C(=O)COC(=O)c2cc([N+](=O)[O-])ccc2N2CCOCC2)cc1	/	-1%	13	1	/	/	1	/	/	-14	-0.2%
O=C1CCC([N+](=O)[O-])C(c2ccc(Cl)cc2Cl)N1 (stereo not given)	5%	1%	-13	-16	-1%	5	-2	2%	-2%	7	0.0%

Just TRPV1 agonist and CXXC DNA block, for 2 of the compounds above:
| Compound | TRPV1 agonist | CXXC DNA block |
| --- | --- | --- |
| N#Cc1c(-c2ccc([N+](=O)[O-])cc2)nc2n(c1=O)CCS2 | -1 | -7% |
| CC(C)(C)NC(=O)NC(=O)COC(=O)c1cccc(S(=O)(=O)N2CCCCC2)c1 | 8 | 12% |

Later entries:
SMILES	CXXC DNA block	USP2a block	Giardia kill	KCNH2 WT inh	Menin MLL FP TR	FBPA coupling cs	TRPV1 agonist	GALK inh	PKM2 act	KCNH2 3.1 block	B2AR arrestin
Fc1ccc(Cl)cc1/C=N/n1cnnc1SCc1ccccc1	14%	3%	-14	-4	-5%	2	3	3%	5%	2	-1.0%
Cn1cccc1CNC(=O)Nc1ccc(Cl)c(Cl)c1	-8%	3%	24	-5	56%[activator]	0	18	-3%	-2%	1	0.5%
CCCn1nc(C(=O)Nc2nnc(C3CC3)s2)c2ccccc2c1=O	/	-1%	-30	-2	/	/	11	/	/	17	0.0%
O/N=C/c1ccc(OCc2ccccc2F)c(Cl)c1	2%	0%	-3	20	11%	1	16	6%	0%	5	-1.8%
COc1ccc(CN(CC(=O)NCc2ccc3c(c2)OCO3)C(=O)c2csnn2)cc1	-7%	0%	17	-1	0%	1	1	8%	0%	7	-0.3%
CCn1c(SCC(=O)Nc2ccc3c(c2)OCO3)nnc1-c1cnccn1	2%	4%	0	-4	-20%	-20	-3	-2%	3%	-2	-0.3%
C#CC1(O)CC(C)N(C)C(C)C1 (stereo not given)	3%	-2%	-3	-5	2%	0	0	5%	-5%	3	0.4%
Cc1cccc(C)c1NC(=O)NN=C1CCCCC1	-5%	-5%	-22	-2	/	1	0	-2%	-2%	2	0.1%
Cc1ccc(C)c(CN2C(=O)COc3ccccc32)c1	-1%	-3%	9	-1	-21%	0	-9	7%	-3%[11.5 µM]	-2	-0.3%
CCOC(=O)C1=CN(Cc2cccc(I)c2)S(=O)(=O)N(C)C1C (stereo not given)	/	0%	-8	-2	/	/	/	/	/	-7	-1.1%
O=C(NCCn1ccc2ccccc21)c1ccc(S(=O)(=O)N2CCCCC2)cc1	-1%	-1%	14	-1	0%	-6	22	1%	6%	-1	0.3%
CCCCN(CCCC)CCNC(=O)c1cn(C)c2ccc(S(=O)(=O)N3CCCC3)cc2c1=O	-2%	-3%	12	21	/	/	3	9%	/	-35	0.1%
Cc1c(C(=O)NCc2ccc3c(c2)OCO3)cccc1[N+](=O)[O-]	4%	0%	1	-4	-8%	-1	-1	-1%	0%	-2	-0.7%
Cc1ccc(S(=O)(=O)NC(=O)NC(=O)N(C)S(=O)(=O)c2ccc(C)cc2)cc1	9%	1%	-22	2	6%	-1	3	-3%	5%	-6	0.2%
O=C(NCc1ccccc1C(F)(F)F)C1CCC(=O)N(C2CC2)C1 (stereo not given)	11%	3%	-9	-30	2%	3	8	8%	/	10	-0.4%
CC(NC(=O)CCc1nnc(CCCc2ccccc2)o1)c1ccccc1 (stereo not given)	1%	0%	8	-5	-10%	-1	0	6%	-4%	-9	-0.1%
CCC(=O)NCCCCCCNC(=O)CC	-1%	-1%	9	-9	-13%	1	0	3%	-1%	10	7.8%
O=C(CSC1=NCCS1)Nc1ccnc2ccccc12	?	0%	-5	-10	10%	1	7	-3%	-7%	9	0.4%
CCOC(=O)C(C)Sc1nnc(CNC(=O)c2ccc(OC)cc2)n1C1CCCCC1 (stereo not given)	-6%	0%	5	11	?	-1	0	-2%	-8%	-3	0.1%
CCOC(=O)c1cccc(NS(=O)(=O)Cc2ccccc2)c1	4%	-1%	?	-17	-4%	-4	0	-1%	9%	1	-0.5%
COc1ccc(C(=O)NC2CCN(CC(=O)N3CCCCC3)CC2)cc1	41%[activator]	1%	1	-4	1%	-1	0	0%	2%	-4	-0.2%
CC(=O)N1c2ccc(S(=O)(=O)NCCC(=O)N3CCC(C)CC3)cc2CC1C (stereo not given)	24%	4%	10	-13	0%	-2	1	7%	/	-5	0.0%
Cc1ccc(Nc2nc3c([nH]2)c(=O)[nH]c(=O)n3C)cc1	4%	4%	-12	-3	5%	2	-2	-1%	4%	0	0.1%
COc1cccc(NC(=O)CSc2nc(C)cs2)c1	11%	0%	-10	-1	/	7	-4	0%	-1%	/	0.3%
O=C(C[C@H]1C/C=C\C[C@@H](Cc2ccc(F)cc2)C(=O)OC[C@H]2CCCN2C1=O)NCCO	/	5%	-24	0	/	/	/	/	/	2	-0.2%
CCOc1ccccc1NC(=S)Nc1ncccc1C	?	3%	-3	-8	20%	0	13	1%	3%	7	-0.1%
COc1ccc(C(=O)CSC2=NS(=O)(=O)c3cc(Cl)ccc3N2)cc1	/	-4%	18	-7	/	/	1	/	/	2	0.1%

Compound activity deposited in PubChem by National Center for Advancing Translational Sciences (NCATS).

A portion of the library, so the mix of outcomes need not match the whole.
